DAX1 inh-1 – DAX1 (NR0B1) inhibition, primary screen | AID 652010 | inhibition, % at 6.8 µM | HEK293T StAR-luciferase reporter, SF-1/DAX-1 repression relief | 1.1% of 370,000 active;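 active = inhibition above the mean over all tested compounds plus 3 SD, cut at about 3.6% in these data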;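 also: 0% = DAX-1 cells with DMSO and 100% = cells lacking DAX-1 with DMSO; higher inhibition means more luminescence from relief of DAX-1 repression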
hgDAF12 agonist – agonists of H. glycines DAF-12 nuclear receptor | HEK293 GAL4-hgDAF12 UAS-luciferase reporter, agonist luminescence; normalized to butyrate control | activation, % at 6.8 µM | AID 687014 | 1.8% of 370,000 active;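 active = activation above a cutoff set at the mean of all screened compounds plus 3 SD, cut at about 10% in these data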;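 also: 0% = DMSO wells and 100% = sodium butyrate wells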
PG9 Ab binder – PG9 antibody binding by small molecule; TR-FRET gp120-PG9 antibody binding; 0.43% of 360,000 active; inhibition, % at 6.7 µM; in the data active = inhibition above about 8.5%
hcDAF12 agonist – H. contortus DAF-12 activation, primary screen; HEK293 hcDAF-12 lit1-tk-luc reporter, luminescence; 0% DMSO, 100% Δ7-dafachronic acid; activation, % at 6.8 µM; 1.4% of 370,000 active;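 active = activation above the mean of all tested compounds plus 3 SD, cut at about 5.5% in these data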;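 also: 100% = response to 3 µM Δ7-dafachronic acid high control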
NPR1 activator – GC-A (human) enzyme activation; AID 1671463; HEK293 GC-A cells, cGMP TR-FRET, EC30 ANP; 0% at EC30 ANP, 100% saturating ANP; activation, % at 10 µM; P16066; 0.14% of 370,000 active; in the data active = activation above about 40%
ADAM17 inh – inhibits human ADAM17 | inhibition, % at 6.95 µM | recombinant ADAM17, EDANS/DABCYL FRET peptide cleavage | AID 720648 | 0.83% of 370,000 active;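 active = inhibition above the mean of compounds lying between control limits plus 3 SD, set per campaign, cut at about 8.5% in these data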;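 also: 0% = DMSO-only wells as the low control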
ADAM10 inh – inhibits human ADAM10 | inhibition, % at 7 µM | recombinant ADAM10, EDANS/DABCYL FRET peptide cleavage, 3 h | 0.62% of 370,000 active | AID 720582 | O14672;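 active = inhibition above a per-campaign cutoff equal to the mean of compounds falling between control-based bounds plus 3 SD, cut at about 20% in these data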;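 also: 0% = DMSO wells while the 100% control is not disclosed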
Target sequence (O14672 214-748 limits assumed): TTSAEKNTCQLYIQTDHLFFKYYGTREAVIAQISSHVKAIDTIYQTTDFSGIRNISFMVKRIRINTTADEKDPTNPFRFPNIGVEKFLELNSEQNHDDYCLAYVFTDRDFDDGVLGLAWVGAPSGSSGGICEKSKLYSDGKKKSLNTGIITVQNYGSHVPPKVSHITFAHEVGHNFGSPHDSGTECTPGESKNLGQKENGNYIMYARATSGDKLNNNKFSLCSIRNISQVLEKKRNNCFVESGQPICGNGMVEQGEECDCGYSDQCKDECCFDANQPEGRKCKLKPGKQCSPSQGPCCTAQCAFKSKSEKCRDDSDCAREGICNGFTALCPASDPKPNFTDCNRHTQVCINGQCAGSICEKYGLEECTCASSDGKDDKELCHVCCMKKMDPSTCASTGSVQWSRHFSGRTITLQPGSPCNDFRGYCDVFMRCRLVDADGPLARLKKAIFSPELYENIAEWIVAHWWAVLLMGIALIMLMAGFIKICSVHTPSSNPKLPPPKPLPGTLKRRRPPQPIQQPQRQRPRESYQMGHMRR
GAA850 FXN act – frataxin GAA850 promoter activation; 0.56% of 360,000 active; AID 540364; activation, % at 6 µM; HEK293 lucGAA850 FXN promoter luciferase reporter, 24 h; percent of 10 µM SAHA response;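 active = activation above the average of all compounds screened plus 3 SD, cutoff fixed separately per campaign, cut at about 7.5% in these data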;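 also: 0% = DMSO wells and 100% = 10 µM SAHA wells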
ssDAF-12 act – activates DAF-12 receptor from parasite S. stercoralis. HEK293 ssDAF-12/GRIP1 lit1-tk-luc reporter, luminescence; % of 3 µM dafachronic acid response. activation, % at 6.8 µM. 1% of 370,000 active. AID 652126;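 active = activation above the mean over all tested compounds plus 3 SD, cut at about 0.9% in these data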;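 also: 0% = DMSO-only wells and 100% = 3 µM delta7-dafachronic acid wells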
SMARCA2 activ – SMARCA2 function activation, primary screen. MG213 cells, MMTV-luciferase reporter, dexamethasone, overnight. activation, % at 9.1 µM. 1% of 370,000 active; in the data active = activation above about 7.8%;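 also: 0% = vehicle wells and 100% = reference activator wells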
DAX1 inh-2 – inhibitors of human orphan nuclear receptor DAX1 (NR0B1); HEK293 Gal4-DAX1 luciferase reporter, luminescence; inhibition, % at 6.75 µM; 0.99% of 340,000 active; AID 504766;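 active = inhibition above the mean over all tested compounds plus 3 SD, cut at about 4.2% in these data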;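 also: 0% = DAX1-transfected cells with DMSO and 100% = empty-vector control cells with DMSO; inhibition shows as a rise in luminescence from relieved DAX1 repression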
Target sequence (P51843 207-470 limits assumed): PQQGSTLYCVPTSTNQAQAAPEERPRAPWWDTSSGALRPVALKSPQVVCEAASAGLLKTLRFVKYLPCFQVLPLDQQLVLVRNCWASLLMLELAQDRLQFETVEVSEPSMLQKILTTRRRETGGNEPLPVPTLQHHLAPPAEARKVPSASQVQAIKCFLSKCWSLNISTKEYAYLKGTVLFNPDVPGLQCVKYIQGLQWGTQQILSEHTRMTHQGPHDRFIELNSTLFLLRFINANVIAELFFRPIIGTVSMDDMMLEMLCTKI
Numbers without * were called inactive; . = not tested or not shown.

Preview (four entries):
SMILES	DAX1 inh-1	hgDAF12 agonist	PG9 Ab binder	hcDAF12 agonist	NPR1 activator	ADAM17 inh	ADAM10 inh	GAA850 FXN act	ssDAF-12 act	SMARCA2 activ	DAX1 inh-2
CSc1ccc(CN2CCC(n3nccc3NC(=O)C3CCOC3)CC2)cc1 (stereo not given)	-1.2	1.0	-0.8	-2.5	-3	-4	-4	-0.8	-1.6	2	-0.5
COC(=O)c1ccc(/C=N/Nc2nc3ccccc3[nH]2)cc1	0.9	6.5	-5.6	1.6	-6	0	5	4.7	-0.5	7	0.0
O=C(CC1SC(=Nc2ccc(OC(F)F)cc2)N(CCN2CCOCC2)C1=O)Nc1ccccc1 (stereo not given)	0.5	2.5	-1.2	-0.5	3	-4	10	-0.4	-1.3	3	0.9
CN(/N=C/c1cccnc1)c1cnn(-c2ccc(F)c(Cl)c2)c(=O)c1Cl	-0.5	-0.2	-33	0.5	-8	5	-2	-1.3	-1.0	-6	1.2

This part in full, from the start:
SMILES	DAX1 inh-1	hgDAF12 agonist	PG9 Ab binder	hcDAF12 agonist	NPR1 activator	ADAM17 inh	ADAM10 inh	GAA850 FXN act	ssDAF-12 act	SMARCA2 activ	DAX1 inh-2
CSc1ccc(CN2CCC(n3nccc3NC(=O)C3CCOC3)CC2)cc1 (stereo not given)	-1.2	1.0	-0.8	-2.5	-3	-4	-4	-0.8	-1.6	2	-0.5
COC(=O)c1ccc(/C=N/Nc2nc3ccccc3[nH]2)cc1	0.9	6.5	-5.6	1.6	-6	0	5	4.7	-0.5	7	0.0
O=C(CC1SC(=Nc2ccc(OC(F)F)cc2)N(CCN2CCOCC2)C1=O)Nc1ccccc1 (stereo not given)	0.5	2.5	-1.2	-0.5	3	-4	10	-0.4	-1.3	3	0.9
CN(/N=C/c1cccnc1)c1cnn(-c2ccc(F)c(Cl)c2)c(=O)c1Cl	-0.5	-0.2	-33	0.5	-8	5	-2	-1.3	-1.0	-6	1.2
O=Nc1c2cc(-c3ccccc3)[nH]nc-2c2ccccc12	5.8*	23*	-2.7	20*	11	1	-7	0.8	2.7*	8.5*	0.1
Cc1ccc(S(=O)(=O)N2CCOCC2)cc1NC(=O)COC(=O)COc1ccccc1[N+](=O)[O-]	-0.6	-2.0	1.6	0.4	-7	-5	2	2.1	-0.7	-5	-0.8
COc1ccc(C(=O)Nc2ccccc2C(=O)Nc2ccc(C(=O)O)cc2)cc1	0.3	4.2	-0.2	0.0	0	-3	0	2.2	-0.9	2	-0.8
CC(C)(C)C1CCC2(CC1)SCC(=O)N2c1ccccc1 (stereo not given)	0.2	-3.0	0.1	-0.7	.	6	5	2.3	-1.6	-2	0.5
COc1ccc(C(=O)c2ccccc2)c2c(O)ccc(C(=O)c3ccccc3)c12	-1.8	-5.6	1.4	-4.7	-2	-5	-6	-5.7	-1.9	-2	-4.8
COCCNS(=O)(=O)c1ccc2c(c1)n(C)c(=O)n2C	0.3	0.0	-3.3	-1.5	1	-2	-2	6.7	-1.1	2	0.7
O=C1/C(=C/c2ccccn2)COc2ccccc21	0.0	-0.4	1.0	-1.3	.	-1	0	0.4	-2.1	-1	0.2
CCOC(=O)c1c(S(=O)(=O)NCC(=O)Nc2ccc(F)cc2)c(C)n(C)c1C	1.4	-1.5	0.1	0.9	3	-2	5	2.5	-1.5	1	1.0

Exported in CSV form: 3 of the compounds above
SMILES,DAX1 inh-1,hgDAF12 agonist,PG9 Ab binder,hcDAF12 agonist,NPR1 activator,ADAM17 inh,ADAM10 inh,GAA850 FXN act,ssDAF-12 act,SMARCA2 activ,DAX1 inh-2
COc1ccc(C(=O)c2ccccc2)c2c(O)ccc(C(=O)c3ccccc3)c12,-1.8,-5.6,1.4,-4.7,-2,-5,-6,-5.7,-1.9,-2,-4.8
COCCNS(=O)(=O)c1ccc2c(c1)n(C)c(=O)n2C,0.3,0.0,-3.3,-1.5,1,-2,-2,6.7,-1.1,2,0.7
O=C1/C(=C/c2ccccn2)COc2ccccc21,0.0,-0.4,1.0,-1.3,.,-1,0,0.4,-2.1,-1,0.2

Further compounds follow:
SMILES	DAX1 inh-1	hgDAF12 agonist	PG9 Ab binder	hcDAF12 agonist	NPR1 activator	ADAM17 inh	ADAM10 inh	GAA850 FXN act	ssDAF-12 act	SMARCA2 activ	DAX1 inh-2
O=C(/C=C/c1ccc(F)cc1)NC(=S)NNC(=O)c1cnccn1	0.2	0.1	-0.7	-0.2	-8	2	11	1.8	-1.9	0	1.8
COc1ccc(OC)c(S(=O)(=O)N2CCCC(C(=O)Nc3c(C)n(C)n(-c4ccccc4)c3=O)C2)c1 (stereo not given)	-0.2	-3.3	.	-0.1	0	-1	-1	.	-1.1	-2	.
O=C(O)CCC(=O)Nc1cccc(-c2nnc(-c3ccccc3)o2)c1	0.0	0.0	-2.4	0.1	3	-1	3	1.3	-1.1	-1	0.0
CCn1c(SCC(=O)Nc2ccc3c(c2)OCCO3)nnc1C1CC1	-0.5	2.4	-0.1	-1.2	-1	0	5	-0.9	-0.8	-3	1.4
Fc1ccc(NCc2n[nH]c(=S)n2Cc2ccccc2)cc1	0.7	-0.1	1.1	0.4	-4	11*	16	4.9	-1.0	-2	0.0
COC(=O)[C@@]1(Cc2ccc(OC)cc2)[C@H]2c3cc(C(=O)N4CCCC4)n(Cc4ccc(S(C)(=O)=O)cc4)c3C[C@H]2CN1C(=O)c1ccccc1	0.2	-3.8	1.0	-1.7	3	6	-8	.	-1.5	-3	.
Cc1onc(-c2c(Cl)cccc2Cl)c1C(=O)O/N=C(\C#N)c1ccccc1	0.0	-1.7	-1.0	-1.0	4	3	4	0.3	-1.9	-3	0.0
Cc1ccccc1C1=N/C(=C/c2cccs2)C(=O)O1	-0.5	0.4	-3.1	-1.2	6	0	-1	4.5	-1.1	-1	-0.2
CCNC(=O)NS(=O)(=O)c1cnccc1Nc1cccc(Cl)c1	-0.2	1.4	-1.1	0.8	0	-1	3	1.3	0.2	2	1.8
O=C(COc1ccccc1)Nc1cc(NC(=O)COc2ccccc2)cc(C(=O)O)c1	0.1	0.8	0.3	0.3	-3	0	1	0.5	-0.5	-1	0.1
COc1ccc(OC)c(N=c2ssnc2Cl)c1	-0.8	-0.5	-3.0	2.0	9	1	12	1.1	-0.2	6	-0.6
c1nc(NCC2(N3CCOCC3)CCCCC2)c2ccsc2n1	-0.7	1.0	0.0	-1.5	6	-3	-4	-0.2	-1.3	4	1.6

3 compounds out of the list above, arranged by the number in NPR1 activator, largest number first:
SMILES	NPR1 activator
Cc1ccccc1C1=N/C(=C/c2cccs2)C(=O)O1	6
COC(=O)[C@@]1(Cc2ccc(OC)cc2)[C@H]2c3cc(C(=O)N4CCCC4)n(Cc4ccc(S(C)(=O)=O)cc4)c3C[C@H]2CN1C(=O)c1ccccc1	3
O=C(/C=C/c1ccc(F)cc1)NC(=S)NNC(=O)c1cnccn1	-8

(more compounds)
SMILES	DAX1 inh-1	hgDAF12 agonist	PG9 Ab binder	hcDAF12 agonist	NPR1 activator	ADAM17 inh	ADAM10 inh	GAA850 FXN act	ssDAF-12 act	SMARCA2 activ	DAX1 inh-2
Cc1nn(-c2ccccc2)nc1CNC(=O)c1ncoc1-c1ccccc1	-0.6	-1.2	-1.4	-2.3	-2	1	6	0.1	-1.6	-7	-1.8
CC12CCC(C(=O)Nc3nc4ccc(Br)cc4s3)(OC1=O)C2(C)C (stereo not given)	1.2	7.7	0.1	1.2	11	0	-2	4.9	-0.4	5	0.6
CC1(C(=O)NS(=O)(=O)c2ccc(C#N)cc2)CCN1C(=O)C1(c2ccc(Cl)cc2)CCC1 (stereo not given)	-1.0	-0.4	0.8	-0.2	1	-5	-12	0.1	-1.5	-5	.
O=C(CCn1c(=O)c2ccccc2n(Cc2cccc([N+](=O)[O-])c2)c1=O)N1CCc2ccccc2C1	0.1	0.6	-1.7	-2.9	2	-2	3	-2.3	-1.6	2	-1.3
O=C(COC(=O)c1ccccc1Br)NC1CCCCCCC1	-1.2	0.4	-0.5	1.2	-3	-2	3	0.6	-1.4	2	0.8
CS(=O)(=O)N1N=C(c2ccccc2)CC1c1cccs1 (stereo not given)	-0.2	0.7	0.1	2.1	-1	-8	4	0.4	-0.9	2	0.1
Cc1cccc(C)c1NC(=O)c1c(O)c2ccccc2[nH]c1=O	-0.1	0.3	-1.2	0.5	-3	2	2	-0.6	-0.7	-2	0.1
Cc1[nH]n(-c2ccc(Cl)cc2)c(=O)c1/C=N/n1c(C)nc2ccccc2c1=O	-0.4	1.8	-0.7	0.6	0	-5	-5	0.8	-0.3	-1	1.7
N#Cc1nnn(-c2cc(Cl)cc(Cl)c2)c1N	-0.1	1.8	3.0	-0.6	3	-2	-3	0.7	-1.0	-1	-0.1
O=C(N1CCCC1)n1c(Cc2ccccc2)nc2ccccc21	-0.6	-4.1	-1.7	-0.3	-3	-1	4	4.1	-0.9	-1	-1.1
COc1cccc(Oc2nc3ncn(Cc4ccccc4)c3c(=O)n2C)c1	-0.4	-0.5	-0.5	-2.0	-3	-4	1	-0.3	-0.6	1	1.4
CC(=O)c1c(C)[nH]c(C(=O)COC(=O)c2c(C)noc2C)c1C	-0.1	0.4	-2.5	0.7	1	0	6	1.4	-1.1	4	0.1
CCOc1cc(C(=S)N2CCOCC2)ccc1OC	0.6	1.5	-0.2	-1.6	0	0	4	1.1	-1.3	-2	0.2
O=C(Nc1n[nH]c(=S)s1)c1ccco1	1.8	3.9	0.0	0.5	2	1	-4	0.7	-1.4	-4	1.1
CCc1nc(N2CCCC(C)C2)c2oc3ccccc3c2n1 (stereo not given)	-0.7	2.5	0.0	-1.9	2	-4	-2	1.2	-1.7	3	-0.7
CCN1CCN(S(=O)(=O)c2ccc(Cl)c(C(=O)N(C)Cc3cccs3)c2)CC1	-0.4	-2.3	-2.4	-0.9	10	2	1	0.5	-2.0	-2	0.4
CC(C)C(=O)NC(=S)Nc1ccc(S(=O)(=O)N(C)Cc2ccccc2)cc1	-2.7	1.0	0.7	-2.7	-6	8	19	-3.7	-1.6	-2	0.1
COc1ccc(NC(=S)NNC(=O)c2ccco2)c(OC)c1	0.1	2.3	-1.7	-0.4	0	-1	0	3.3	-0.7	2	0.4
Cc1ccc(OCC(=O)N(Cc2ccccc2)c2c(N)n(Cc3ccccc3)c(=O)[nH]c2=O)c(C)c1	1.3	-0.8	-1.0	0.3	-3	0	-10	0.2	-1.1	1	-0.2
COC(=O)c1c(C)cc(OC(C)=O)c(C)c1OC(C)=O	-0.3	2.7	0.6	-1.1	8	-4	-3	-1.2	-0.8	2	0.0
CCC(C(=O)NC1CCCC1)n1c(-c2ccnc3ccccc23)nc2ccccc21 (stereo not given)	-0.5	-1.4	0.8	1.6	-4	-3	-10	.	-1.0	-2	.
O=C(NCc1cccc(Cl)c1)c1ccc2c(c1)OCO2	-0.8	0.8	-0.3	-0.7	2	-1	-1	-2.7	-0.9	-1	-0.9

Bioassay records (PubChem)
